Assay outcomes as filed in PubChem BioAssay.
Xi reactivation: activators of inactive X chromosome reactivation, primary screen, imaging, XiGFP fibroblasts, GFP high-content imaging, set 2; 0.055% of 360,000 active; XiGFP mouse fibroblasts, % GFP-positive cells imaging, 3 d; cells co-treated with 5-aza-dC sensitizer; scaled so ellipticine positive control = 100%; activation, % at 7.58 µM;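 active = mean normalized replicate activation at least 10% and every replicate at or above 10%; inconclusive = only one of the two criteria met; inactive = mean below 10% and not all replicates reach 10%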;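 note: 0% = median of on-plate neutral control wells and 100% = ellipticine 6 µM median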
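Material: XiGFP fibroblasts, SV40-immortalized. Buffer or medium: DMEM plus 5-aza-dC sensitizer. Compound: single concentration per compound, delivered by pin transfer. Times: 3 days compound exposure. Controls: ellipticine 6 µM.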
DENV2 CPE rescue: inhibitors of DENV2 cytopathic effect, primary screen, cell-based, plate reader, single concentration | DENV2-infected cells, cytopathic effect rescue | 1.7% of 350,000 active | CPE inhibition, % at 9.99 µM; in the data active = CPE inhibition above about 20%, passing the limit was not always enough; inconclusive = no clear call, values can overlap the other calls; tested in BHK-21 cells;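 note: 0% = median of neutral control wells and 100% = median of positive control wells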
RAD52 anneal inh: RAD52 DNA annealing inhibitors, primary screen, biochemical, FRET, single point, set 2 | DNA repair protein RAD52 homolog (Homo sapiens), P43351 | recombinant RAD52 DNA annealing, FRET fluorescence | inhibition, % at 18.7 µM | 0.46% of 360,000 active;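 active = every replicate showing at least 50% inhibition; inconclusive = mean inhibition at least 50% but not in every replicate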
Target sequence (P43351 whole entry, looked up): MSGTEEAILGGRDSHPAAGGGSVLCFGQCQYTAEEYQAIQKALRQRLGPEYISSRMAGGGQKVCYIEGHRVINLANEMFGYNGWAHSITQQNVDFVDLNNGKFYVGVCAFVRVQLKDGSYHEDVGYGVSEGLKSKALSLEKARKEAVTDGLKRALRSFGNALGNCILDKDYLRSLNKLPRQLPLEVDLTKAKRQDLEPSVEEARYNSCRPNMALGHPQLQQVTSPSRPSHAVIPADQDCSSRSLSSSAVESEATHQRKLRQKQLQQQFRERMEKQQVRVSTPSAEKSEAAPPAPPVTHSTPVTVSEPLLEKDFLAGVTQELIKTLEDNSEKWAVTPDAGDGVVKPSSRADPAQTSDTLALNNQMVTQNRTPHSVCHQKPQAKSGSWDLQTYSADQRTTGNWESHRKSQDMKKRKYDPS
CFTR F508del cor: F508del CFTR correction, initial screen, CFBE line, single point; 0.36% of 350,000 active; activity (quench increase), % at 7.58 µM; CFBE cells, YFP halide quenching; stimulated with forskolin plus potentiator P3; % fluorescence drop versus neutral controls; AID 720511, 2013;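 active = mean added fluorescence quench of at least 8% versus neutral control, with both replicates also reaching 8%; inconclusive = only one of the mean or replicate conditions met; inactive = mean below 8% and not both replicates reaching 8%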;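 note: cells transiently co-express mutant CFTR-F508del with the halide-sensitive YFP; corrector assay measuring rescue of mutant channel to the surface after 24 h compound exposure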
RAD54 inh: inhibitors of human RAD54 branch migration, primary screen, biochemical, fluorescence, single point | DNA repair and recombination protein RAD54-like (Homo sapiens), Q92698 | RAD54 Holliday junction branch migration, FAM/BHQ fluorescence | inhibition, % at 10.4 µM | 0.14% of 360,000 active;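 active = mean normalized replicate activity at least 40 and at least half of replicates scoring 40 or more; inconclusive = only one of the two criteria met; inactive = mean below 40 and under half of replicates reaching 40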;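 note: 0% = median of neutral control wells and 100% = median of positive control wells; inhibitors cause a drop in the FAM fluorescence signal; in these data hits start at about 50%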
CASP6 VEID inh: human caspase-6 inhibitors, primary screen, biochemical, VEID-R110 fluorescence, single point, set 2 | 0.53% of 350,000 active | purified caspase-6, Z-VEID-R110 cleavage fluorescence | AID 686996, 2013 | inhibition, % at 12.5 µM;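 active = mean inhibition across replicates at least about 35%, with every replicate also reaching that limit, limit read from the data; inconclusive = only one of the two criteria met; inactive = neither criterion met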;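 note: 0% = median of neutral control wells and 100% = no fluorescence left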
Target sequence (P55212 24-179 limits assumed): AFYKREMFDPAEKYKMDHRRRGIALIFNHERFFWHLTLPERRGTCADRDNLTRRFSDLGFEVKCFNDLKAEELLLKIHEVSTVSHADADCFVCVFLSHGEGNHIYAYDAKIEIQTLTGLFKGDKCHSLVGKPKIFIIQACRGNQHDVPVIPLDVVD
Target sequence (P55212 194-293 limits assumed): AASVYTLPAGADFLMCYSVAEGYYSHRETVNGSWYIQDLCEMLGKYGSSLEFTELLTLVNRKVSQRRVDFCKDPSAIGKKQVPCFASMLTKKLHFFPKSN
GSIS activator: GLuc luminescence reporter in INS-1E cells, primary screen for activators of glucose-dependent secretion of insulin; INS-1E GLuc reporter insulin secretion, 2-3 h; activation, % at 16.6 µM; 0.61% of 370,000 active; AID 743287, 2014;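 active = lowest replicate activation of at least 40%, so every replicate reaches that level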;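 note: 0% = median of neutral control wells and 100% = median of IBMX positive control wells; some compounds called inactive have numbers as strong as hits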
E-selectin induc: E-selectin induction in HUVECs, primary screen, imaging, HUVEC, immunofluorescence imaging, single point | normalized: neutral wells 0, TNF-alpha wells 100 | activation, % at 7.58 µM | 0.37% of 260,000 active | AID 686992, 2013;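 active = mean E-selectin-positive cell signal at least 10% of the positive control, reached in at least 60% of replicates, without over 20% cell loss; inconclusive = no rule given, readout overlaps actives, possibly toxicity-flagged; inactive = the rest, including those meeting only one limit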;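 note: in these data hits start at about 27%; measured in HUVEC primary endothelial cells; signal is the percent of cells scored E-selectin positive by PE staining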
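Test system: HUVEC; input: 3,000 HUVEC/well; measured by: immunofluorescence imaging; read-out: % PE-positive cells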
The depositor's hits bear a star; ? = inconclusive; nt = no result given. Not a hit list. Share with any hit: about 3.7%.

mol,Xi reactivation,DENV2 CPE rescue,RAD52 anneal inh,CFTR F508del cor,RAD54 inh,CASP6 VEID inh,GSIS activator,E-selectin induc
Cc1cc(C)cc(C(=O)OCC(=O)N2CCCC2)c1,0.0,1,-19,-1.1,-10,0,-7,nt
NC(=O)c1ccc(NC(=O)COC(=O)/C=C/c2ccc3c(c2)OCO3)cc1,0.0,2,-20,-4.0,-12,-2,4,6.2
CC(C)CC#Cc1cnc2c(c1)C(=O)N([C@H](C)CO)C[C@H](C)[C@@H](CN(C)S(=O)(=O)c1cn(C)cn1)O2,-1.3,?,-4,2.0,-11,-1,-7,0.8
O=[N+]([O-])c1cc2c(cc1CN1CCN(c3ccccc3)CC1)OCO2,0.1,8,-10,1.0,0,3,2,4.1
CC=Cc1ccc2n(c1=O)C[C@@H]1[C@@H](CO)[C@H](C(=O)NCC3CCCCC3)[C@H]2N1C(=O)CC (mixture of isomers),0.0,-1,1,1.3,-5,1,11,-0.3
C[C@@H]1CN([C@H](C)CO)C(=O)c2cc(NC(=O)Nc3ccccc3)ccc2O[C@@H]1CN(C)C(=O)Nc1cccc2ccccc12,0.4,-7,-11,-2.3,5,-1,-27,0.3
N#C/C(=C/c1ccc(N2CCCCC2)o1)c1cccc(F)c1,nt,nt,-60,-2.4,-2,7,-16,nt
C[C@@H]1CN([C@@H](C)CO)C(=O)c2cccc(NS(=O)(=O)c3ccc(Cl)cc3)c2O[C@H]1CN(C)C(=O)Nc1ccccc1,8.2,-3,16,-1.8,-15,1,-4,1.0
COc1ccc(/C=C2\SC(=O)N(CCNC(=O)C3CSC4(C)CCC(=O)N34)C2=O)cc1 (centres undefined),0.4,1,-1,0.6,-7,3,2,0.5
CS(=O)Cc1cc(Sc2ccccc2)nc(-c2ccncc2)n1 (centres undefined),0.0,-3,-6,2.0,-2,nt,9,nt
Cc1ccccc1C(=O)Nc1nnc([C@@H]2C[C@H](O)[C@@H](CO)O2)s1,0.3,-4,-11,1.2,-3,0,20,-0.2
Cc1ccc(NC2=NCC(=O)N2C2CCCC2)cc1,0.1,nt,0,1.0,nt,-2,-10,-0.2
CCCS(=O)(=O)N1CCCC(C(=O)NCCCN2CCCC2=O)C1 (centres undefined),nt,nt,-7,nt,0,6,5,nt
Cc1ccc(OCCSc2nc3ccccc3n2CCC(=O)O)cc1,0.1,-4,-9,2.1,7,2,-1,0.2
Cc1c(Cl)cccc1NC(=S)N(Cc1cccs1)C1CCCC1,0.1,0,-21,3.0,nt,-2,-23,nt

Next compounds
mol,Xi reactivation,DENV2 CPE rescue,RAD52 anneal inh,CFTR F508del cor,RAD54 inh,CASP6 VEID inh,GSIS activator,E-selectin induc
CN(C)CCCN(C(=O)c1ccc(S(=O)(=O)N(C)C)cc1)c1nc2cc3c(cc2s1)OCO3,0.4,-1,0,0.7,24,-5,-6,0.0
Cc1c(NC(=O)COC(=O)CCC(=O)c2ccc(Cl)cc2)c(=O)n(-c2ccccc2)n1C,0.0,10,-4,0.4,-3,3,-2,nt
CCN1CCN(CCC(=O)Nc2ccc(F)c(F)c2)CC1,0.1,6,-3,-0.9,-1,-3,-8,0.1
O=P1(NC2CCCCC2)OCC2(CO1)COP(=O)(NC1CCCCC1)OC2 (centres undefined),0.0,-6,-3,-1.1,4,-2,0,-0.3
COc1cccc(C2c3[nH]c4ccccc4c3CCN2C(=O)c2ccccc2F)c1OC (centres undefined),0.2,0,-9,-0.2,-8,-1,-6,nt
COc1ccc(NC(=O)Nc2ccc3c(c2)C(=O)N([C@@H](C)CO)C[C@@H](C)[C@H](CN(C)Cc2ccc(Cl)c(Cl)c2)OCCCC[C@H](C)O3)cc1,0.3,1,47,2.5,-9,0,-5,0.1
Nc1ccc(NC(=O)c2cccs2)c(Cl)c1,nt,0,-7,-1.6,5,9,-1,nt
COCC(=O)N1CCCCN2[C@H](CO)[C@H](c3ccc(C#Cc4ccc(OC)cc4)cc3)[C@H]2C1,0.0,-10,19,-0.4,3,2,8,0.0
O=C(O)c1cccc([N+](=O)[O-])c1C(=O)Nc1cccc2ccccc12,0.1,1,-24,0.6,2,3,0,nt
COc1ccc(Br)cc1C(C[N+](=O)[O-])c1c(N)n(C)c(=O)n(C)c1=O (centres undefined),0.0,-20,1,0.8,nt,-1,nt,nt
O=C(NCc1ccncc1)C1CCN(S(=O)(=O)c2ccc(Cl)c(C(F)(F)F)c2)CC1,-0.2,13,-4,-3.1,8,3,5,-0.3
CCN(CC)CCNc1ccc(CO)c2oc3ccccc3c(=O)c12,0.0,-11,47,7.2,80*,-6,nt,nt
Cc1ccc(NC(=O)CCCC2CCCCC2)c(O)c1,0.2,11,-10,1.6,5,1,-5,nt
COc1cccc(CC(=O)OCC(=O)N2CCN(c3ccc(F)cc3)CC2)c1,0.2,-10,2,1.9,5,0,-16,-0.3
O=C(Nc1ccc(Br)cc1)N1CCc2ccccc2C1,-0.1,-2,-4,-3.7,-8,3,-40,1.0

Next part
SMILES,Xi reactivation,DENV2 CPE rescue,RAD52 anneal inh,CFTR F508del cor,RAD54 inh,CASP6 VEID inh,GSIS activator,E-selectin induc
CC1CCC2(CC1)NC(=O)N(CC(=O)N1CCN(S(=O)(=O)c3ccccc3)CC1)C2=O (centres undefined),0.1,-2,-15,2.2,4,-1,-15,nt
O=C(CCS(=O)(=O)Cc1ccccc1)N1CCN(c2ccc([N+](=O)[O-])cc2)CC1,0.0,-5,-2,0.9,-2,3,-4,4.0
O=S(=O)(c1ccc(F)cc1)N1CCCCN2[C@@H](CO)[C@H](c3ccc(C#CC4CCCC4)cc3)[C@@H]2C1,nt,-4,38,-3.7,2,1,nt,nt
CC(C)CCOCc1nc2sc3c(c2c(=O)[nH]1)CCC(C)C3 (centres undefined),nt,-2,-21,1.0,-2,nt,6,nt
Cc1noc(C)c1S(=O)(=O)N(C)C[C@H]1Oc2ccc(N(C)C)cc2CC(=O)N([C@H](C)CO)C[C@@H]1C,-1.2,18,-12,-0.2,-5,1,-13,-0.1
CCCCNC(=O)C[C@H]1C[C@@]2(C(=O)OC)C(=C[C@H](COCc3ccccc3)O[C@@H]2C)N(Cc2ccc3c(c2)OCO3)C1=O,0.0,2,-12,0.5,nt,-2,-20,0.0
COc1ccccc1CNC(=O)c1nn(C)c2c1CS(=O)(=O)c1ccccc1-2,0.0,11,2,4.0,7,-7,4,nt
Cc1occc1-c1nnc(SCC(=O)N(C)c2ccccc2)n1C,0.5,0,-7,-1.9,3,1,7,nt
C/C=C/c1ccc([C@@H]2[C@H](C#N)N(C(=O)Cc3ccccn3)[C@H]2CO)cc1,-0.1,-6,-19,0.2,6,2,-10,0.0
C[C@H](NC(=O)C[C@H]1C[C@@H]2c3cc(NC(=O)Nc4ccc(C(F)(F)F)cc4)ccc3O[C@@H]2[C@H](CO)O1)c1ccccc1,0.0,3,-9,-0.9,-2,-4,2,0.9

Brought forward from above: 3 compounds; new compounds follow.
SMILES,Xi reactivation,DENV2 CPE rescue,RAD52 anneal inh,CFTR F508del cor,RAD54 inh,CASP6 VEID inh,GSIS activator,E-selectin induc
Cc1occc1-c1nnc(SCC(=O)N(C)c2ccccc2)n1C,0.5,0,-7,-1.9,3,1,7,nt
C/C=C/c1ccc([C@@H]2[C@H](C#N)N(C(=O)Cc3ccccn3)[C@H]2CO)cc1,-0.1,-6,-19,0.2,6,2,-10,0.0
C[C@H](NC(=O)C[C@H]1C[C@@H]2c3cc(NC(=O)Nc4ccc(C(F)(F)F)cc4)ccc3O[C@@H]2[C@H](CO)O1)c1ccccc1,0.0,3,-9,-0.9,-2,-4,2,0.9
O=C(/C=C/c1ccccc1)N1CCC(c2ccccc2)C1 (centres undefined),0.0,12,-11,2.6,1,-1,nt,nt
CC1CCCC1/C(=N/O)c1ccccc1 (centres undefined),0.0,2,-15,1.1,3,-3,-2,?
COCC#Cc1ccc2c(c1)O[C@@H](CN(C)C(C)=O)[C@H](C)CN([C@@H](C)CO)S2(=O)=O,-0.8,3,11,4.8,0,0,18,0.4
O=C(O)c1nc(-c2ccccc2)c(C(=O)NC2CC2)[nH]1,0.1,9,-9,4.6,-4,4,22,-1.8
Cc1ncsc1C(=O)Nc1nc2c(s1)CCCC2,nt,7,-14,-1.6,2,1,nt,nt
Cc1nc2ccccc2n1CC(=O)OCC(=O)NC1CC1,0.0,nt,-8,-0.7,nt,1,11,nt
COc1ccc(C(=O)NC2CCCc3c2cnn3-c2cc(F)cc(F)c2)c(OC)c1OC (centres undefined),0.2,2,-2,-0.8,-2,6,-42,nt
CCCN1CCN(C(=O)c2ccc(CS(=O)c3ccc(F)cc3)o2)CC1 (centres undefined),0.3,1,-13,0.4,-5,-2,5,0.5
CCOc1ccc(CN2CCN(Cc3cc4ccccc4[nH]3)CC2CCO)cc1 (centres undefined),0.0,-6,-21,3.2,2,-3,2,nt
CCC(C)NC(=O)c1cn(CC)c2cc(N3CCN(C(=O)c4ccco4)CC3)c(F)cc2c1=O (centres undefined),0.0,3,-8,0.9,-12,13,5,0.5

Further results
SMILES,Xi reactivation,DENV2 CPE rescue,RAD52 anneal inh,CFTR F508del cor,RAD54 inh,CASP6 VEID inh,GSIS activator,E-selectin induc
O=C(CC[C@H]1O[C@@H](n2ccc(=O)[nH]c2=O)[C@H](O)[C@@H]1O)NCc1ccco1,-0.1,-9,3,2.8,4,2,22,0.1
NC(=S)C(c1ccccc1)c1ncc(C(F)(F)F)cc1Cl (centres undefined),0.1,3,-13,2.8,2,1,25,-0.1
O=C(CN1C(=O)NC(c2ccccc2)(c2ccccc2)C1=O)NC1CCS(=O)(=O)C1 (centres undefined),0.3,-5,-16,-1.3,7,0,3,nt
Cn1cc(CN2CCCC(C(=O)Nc3cccc(-n4cccn4)c3)C2)cn1 (centres undefined),0.0,-4,-1,-2.1,-1,-4,3,nt
O=C(N[C@@H](Cc1c[nH]c2ccccc12)C(=O)O)OCC1c2ccccc2-c2ccccc21,-0.1,10,-9,0.7,6,7,19,-1.6
CCNC(=O)C1(C)CCN(C(=O)c2ccccc2)C1 (centres undefined),0.4,-7,-10,-1.6,16,-3,-9,-0.1
Nc1nccnc1C(=O)OCC(=O)Nc1ccc2[nH]c(=O)[nH]c2c1,0.0,-6,-1,4.8,3,2,17,nt
